# RGS4 inh = RGS4 inhibitors, primary screen, cell-based, HEK293 M3R inducible RGS4, calcium flux | 310,000 tested, 0.45% active | Fluo-4 calcium flux; active compounds read high; triggered by carbachol at its EC20 | Regulator of G-protein signaling 4 (Homo sapiens), P49798 | B-score at 10 µM | AID 463165, 2010;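 active = B-score, a plate-corrected calcium signal, over three deviations above library mean, with baseline fluorescence within five deviations of library mean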;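 note: RGS4 expression induced by doxycycline in cells with stable M3 receptor; B-score is computed from the integrated fluorescence ratio over baseline after carbachol; higher B-score means a larger calcium signal and so more RGS4 inhibition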
# Target sequence (P49798 whole entry, looked up): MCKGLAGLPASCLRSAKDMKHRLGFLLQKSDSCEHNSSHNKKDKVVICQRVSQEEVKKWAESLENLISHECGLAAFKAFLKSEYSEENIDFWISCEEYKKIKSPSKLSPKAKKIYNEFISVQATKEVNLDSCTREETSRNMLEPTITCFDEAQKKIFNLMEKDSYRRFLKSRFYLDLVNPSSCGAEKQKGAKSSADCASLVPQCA
# SKKanGAS inh = S. pyogenes SKKanGAS growth inhibitors in kanamycin, primary screen, streptokinase expression inhibitor project, SKKanGAS strain, BacTiter-Glo luminescence; AID 1662, 2009; 300,000 tested, 1.3% active; inhibition, % at 7.5 µM; 6 h;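 active = mean replicate score, as percent of positive control median, at least 50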;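 note: strain carries kanamycin resistance gene driven by streptokinase promoter and grows in 40 µg/ml kanamycin; loss of luminescence reflects streptokinase promoter inhibition or plain growth inhibition; 0% = median of DMSO wells and 100% = positive control at its reference dose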
# MrgX1 ag = agonists of human MrgX1 receptor, primary screen, HEK293 cells, Fluo-4 calcium flux; Mas-related G-protein coupled receptor member X1 (Homo sapiens), Q96LB2; Fluo-4 calcium fluorescence, agonist mode; active compounds read high; B-score at 10 µM; 310,000 tested, 0.44% active; AID 588627, 2011;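 active = calcium response B-score plate-corrected fluorescence ratio at least 3 library SD, with starting fluorescence B-score inside 5 SD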
# Target sequence (Q96LB2 whole entry, looked up): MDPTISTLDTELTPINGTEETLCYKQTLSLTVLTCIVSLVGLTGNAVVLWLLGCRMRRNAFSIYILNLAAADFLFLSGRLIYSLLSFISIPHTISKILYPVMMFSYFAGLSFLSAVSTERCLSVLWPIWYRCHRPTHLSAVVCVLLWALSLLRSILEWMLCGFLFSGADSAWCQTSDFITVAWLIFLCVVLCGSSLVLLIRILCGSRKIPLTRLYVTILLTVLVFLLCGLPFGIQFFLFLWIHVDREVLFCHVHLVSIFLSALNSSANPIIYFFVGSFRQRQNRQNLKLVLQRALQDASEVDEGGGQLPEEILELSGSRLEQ
#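 Test system: Stable human MrgX1 HEK293 cell line | Schedule: Overnight plating before 1 h dye loading | Read-out basis: Baseline-normalised fluorescence change ratio, B-scored | Detection: Kinetic calcium dye fluorescence, Fluo-4 NW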
# TRPC6 act = mouse TRPC6 channel activators, primary screen, cell-based, HEK293, membrane potential dye; B-score at 10 µM; AID 2550, 2010; 310,000 tested, 0.13% active; HEK293-TRPC6 membrane potential dye fluorescence; active compounds read high; Short transient receptor potential channel 6 (Mus musculus), Q61143;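 active = B-score of the integrated fluorescence ratio above library mean plus 3 SD, and starting fluorescence ratio within library mean plus 5 SD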;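 note: higher score means more depolarization so channel activation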
# TRPC6 inhibitor = mouse TRPC6 channel inhibitors, primary screen, cell-based, HEK293, membrane potential dye; Short transient receptor potential channel 6 (Mus musculus), Q61143; ACh-evoked depolarization; active compounds read low; B-score at 10 µM; 310,000 tested, 1.1% active;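 active = B-score under library mean minus 3 SD, initial fluorescence not abnormally high, positive integrated signal ratio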;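 note: B-score derived from integrated fluorescence ratio over the kinetic read; more negative B-score means stronger inhibition of depolarization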
# MrgX1 antag = antagonists of human MrgX1 receptor, primary screen, HEK293 cells, Fluo-4 calcium flux | Mas-related G-protein coupled receptor member X1 (Homo sapiens), Q96LB2 | BAM8-22 antagonism; active compounds read low | B-score at 10 µM | 310,000 tested, 1.3% active | AID 588676, 2011;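 active = calcium-response B-score plate-corrected more than 3 library SD below zero, starting fluorescence within 5 deviations, no agonist response on first addition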;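 note: peak minus trough fluorescence over baseline after final BAM8-22 challenge near maximal dose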
# HIF activator = HIF pathway transcriptional activators, primary screen, cell-based, U2OS HRE-luciferase, luminescence; U2OS HRE-luciferase reporter; normalized: DMSO 0%, desferrioxamine 100%; activation, % at 7.5 µM (by protocol); 300,000 tested, 0.32% active; AID 1910, 2009;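 active = mean activation of at least 10% of the iron chelator positive control signal, with at least half of replicates also reaching 10%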
# MrgX1 PAM = positive allosteric modulators of MrgX1, primary screen, HEK293 cells, Fluo-4 calcium flux. Mas-related G-protein coupled receptor member X1 (Homo sapiens), Q96LB2. FDSS; active compounds read high. B-score at 10 µM. 310,000 tested, 0.63% active;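 active = plate-corrected calcium response at least 3 library SD above typical, normal starting fluorescence, not activating the receptor alone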;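 note: compound read alongside a low EC10 to EC30 dose of BAM8-22 agonist; peak minus trough fluorescence over baseline measured at the second addition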
# Platelet DG rel = inhibitors of platelet dense granule secretion, primary screen, cell-based, MLPCN, human platelets | 300,000 tested, 0.22% active | human platelet-rich plasma, SFLLRN dense granule ATP release, luminescence | AID 1663, 2009 | inhibition, %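 (compounds screened at 7.5 µM in platelet-rich plasma)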;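 active = mean replicate score, as percent of positive control, at or above 50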
# RGS4 act = RGS4 potentiators or activators, primary screen, cell-based, HEK293 M3R inducible RGS4, calcium flux. carbachol calcium flux Fluo4; active compounds read low. 310,000 tested, 0.92% active. B-score at 10 µM;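 active = B-score of the integrated calcium signal more than 4 SD below the library mean, with starting fluorescence not abnormally high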;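 note: negative B-score means reduced calcium response which marks RGS4 activation or potentiation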
#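 Material: Inducible-RGS4 HEK293 cells carrying M3 receptor; also added: carbachol at ECmax as muscarinic agonist stimulus; incubation: compound preincubation 20 min at room temperature before agonist; signal: Fluo4-AM (2 µM) calcium-flux fluorescence, kinetic read; measure: integrated calcium ratio converted to B score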
# TRPC4 block = inhibitors of mouse TRPC4 channel, primary screen, Fluo4 calcium, HEK293 TRPC4beta/mu-opioid cells | B-score at 10 µM | Short transient receptor potential channel 4 (Mus musculus), Q9QUQ5 | AID 2247, 2010 | 300,000 tested, 0.39% active | DAMGO-evoked Fluo4 calcium flux; active compounds read low;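 active = B-score over 3 SD under the library average, no early fluorescence shift, positive overall ratio signal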
#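 Assay system: HEK293 cells with stable TRPC4beta plus mu-opioid receptor expression. Dosing: single dose. Measured by: Fluo4 Ca2+ flux fluorescence. Also added: DAMGO in two steps, submaximal then maximal. Read-out: B score from integrated Fluo4 fluorescence ratio.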
# Numbers without * were called inactive; i = inactive; / = not tested or not shown.
SMILES,RGS4 inh,SKKanGAS inh,MrgX1 ag,TRPC6 act,TRPC6 inhibitor,MrgX1 antag,HIF activator,MrgX1 PAM,Platelet DG rel,RGS4 act,TRPC4 block
COc1cccc(C2C(C(=O)OC(C)C)=C(C)Nc3ncnn32)c1 (stereo not drawn),i,9,i,i,i,i,-1.1,i,-4,i,i
C=CCc1c(C)nc(C)nc1N/N=C/c1ccccc1O,i,-5,i,i,i,i,1.2,i,-2,i,i
CC(=O)c1cn(N2CCCCC2)c(=O)[nH]c1=O,i,0,i,i,i,i,-5.4,i,0,i,i
CCc1ccc(C2=NN(C(C)=O)C(c3ccco3)C2)cc1 (stereo not drawn),i,21,i,i,i,i,2.7,i,3,i,i
O=C(c1ccccc1)c1n[nH]c(-c2ccccc2)cc1=O,i,9,i,i,i,i,-0.2,i,-3,i,i
Cc1c(C(=O)Nc2ccc3c(c2)OCO3)sc2ncn(CC(=O)N3CC(C)CC(C)C3)c(=O)c12 (stereo not drawn),i,7,i,i,i,-6.5*,-0.3,i,2,i,i
COc1ccc(CNCc2ccc3c(c2)OCO3)c(OC)c1OC,i,3,i,i,i,i,-0.3,i,2,i,i
CCN1C(=O)c2cccc3c(NC(=O)C4CCCCC4)ccc1c23,i,2,i,i,i,i,0.0,i,8,i,i
O=S1(=O)CC(O)C(NCc2ccco2)C1 (stereo not drawn),i,3,i,i,i,i,-0.3,i,4,i,i
Cn1c(=O)c(-c2ccccc2[N+](=O)[O-])c(Cl)c2ccccc21,i,0,i,i,i,i,-1.8,i,-7,i,i
O=C(N/N=C/c1c[nH]c2ccc(Br)cc12)C1CC1,i,13,i,i,i,i,0.3,i,1,i,i
COc1ccc(Nc2oc(COc3ccccc3OC)nc2C#N)cc1,i,-6,i,i,i,i,-3.0,i,-9,i,i
CCNc1ccc(S(=O)(=O)N(C)C)cc1NCC(=O)Nc1ccc(Br)cc1F,i,-2,i,i,i,i,-0.2,i,-9,i,i
O=C1OCCC1Sc1nnc(-c2ccccc2Br)n1Cc1ccccc1 (stereo not drawn),i,-5,i,i,i,i,-0.4,i,-11,i,i
COC(=O)c1ccc(S(=O)(=O)N(CCO)Cc2ccccc2)n1C,i,1,i,i,i,i,0.0,i,-1,i,i
CCCNc1nc(-c2ccccc2)c(C(=O)OCC)cc1C#N,i,-4,i,i,i,i,-0.5,i,8,i,i
COc1cc2c(cc1OC)C(COc1ccc([N+](=O)[O-])cc1)NCC2 (stereo not drawn),i,11,i,i,i,i,0.0,i,-9,i,i
O=C(O)c1oc2ccc(Br)cc2c1-n1cccc1,i,7,i,i,i,i,0.1,i,0,i,i
COc1ccc(S(=O)(=O)N2CCCCC2)cc1,i,-1,i,i,i,i,-0.3,i,6,i,i
COc1ccc(CNc2c(CO)cnc3c2cnn3C)cc1,i,1,i,i,i,i,-0.2,i,-5,i,i
CCn1c2ccccc2c2cc(NC(=O)c3ccccc3-c3ccccc3C(=O)O)ccc21,i,10,i,i,i,i,-0.5,i,17,i,i
O=C(O)c1ccc(COc2ccccc2[N+](=O)[O-])o1,i,-1,i,i,i,i,-0.1,i,1,i,i
CCC(=O)N1c2ccc(S(=O)(=O)N3CCN(C)CC3)cc2CC1C (stereo not drawn),i,2,i,i,i,i,-0.6,i,-4,i,i
CCOc1ccc(-n2c(C)nc3cc(C(=O)NCCCN4CCOCC4)ccc32)cc1,i,-1,i,i,i,i,0.5,i,-7,i,i
CC(C)c1ccc(OC(=O)c2cccc(S(=O)(=O)N3CCN(C)CC3)c2)cc1,i,-22,i,i,i,i,0.4,i,11,i,i

# (listing goes on)
SMILES,RGS4 inh,SKKanGAS inh,MrgX1 ag,TRPC6 act,TRPC6 inhibitor,MrgX1 antag,HIF activator,MrgX1 PAM,Platelet DG rel,RGS4 act,TRPC4 block
COc1ccccc1NC(=O)CN(Cc1ccccc1)S(C)(=O)=O,i,2,i,i,i,i,-0.3,i,3,i,i
CCCCN(CCCC)CCNC(=O)CN1C(=O)COc2ccc(S(=O)(=O)N3CCC(C)CC3)cc21,i,-4,i,i,i,i,-0.6,i,-22,i,i
CCCn1c(C)cc(-c2csc(NC(=O)CCc3nc4ccccc4c(=O)[nH]3)n2)c1C,i,0,i,i,i,i,-0.3,i,-11,i,i
Cc1cc(NC(=O)C23CCC(C)(C(=O)O2)C3(C)C)no1 (stereo not drawn),i,-8,i,i,i,i,0.2,i,9,i,i
COc1cccc(N2CC(C(=O)Nc3nnc(SCC(=O)N4CCCC4)s3)CC2=O)c1 (stereo not drawn),i,3,i,i,i,i,0.0,i,19,i,i
Cc1cc2cc(CN(CC3CCCO3)C(=S)NCc3ccco3)c(=O)[nH]c2cc1C (stereo not drawn),i,0,i,i,i,i,-0.8,i,-25,i,i
O=C(Nc1ccccc1)C1=C(O)CC(c2ccc(Cl)cc2)N2CCN=C12 (stereo not drawn),i,18,i,i,i,i,0.3,i,-4,i,i
Cc1cc(C(=O)Nc2cc(C)n(Cc3ccc(Cl)cc3)n2)no1,i,-4,i,i,i,i,0.4,i,-12,i,i
COc1ccc(C(=O)OCCc2ccc(O)cc2)cc1,i,2,i,i,i,i,4.5,i,5,i,i
CCn1cc(C(=O)NCc2ccco2)c(=O)c2ccc(C)nc21,i,3,i,i,i,i,0.4,i,-2,i,i
Fc1ccc(C2=CSC3=NCCN23)cc1,i,/,i,i,i,i,-0.1,i,-1,i,i
COc1nnc(-c2ccc(C)c(S(=O)(=O)NCCO)c2)c2ccccc12,i,3,i,i,i,i,0.2,i,4,i,i
O=C(Cn1ncc2c([nH]c3ccccc32)c1=O)NCCc1ccccc1,i,-3,i,i,i,i,-0.8,i,9,i,i
NC(=O)Cn1c2[n+](c3ccccc31)CC(O)CS2 (stereo not drawn),i,2,i,i,i,i,-0.1,i,1,i,i
Cc1ccc(N(C(=O)c2ccc(S(=O)(=O)N(C)C)cc2)C2C=CS(=O)(=O)C2)cc1 (stereo not drawn),i,-3,i,i,i,i,-0.1,i,19,i,i
O=C(CN1CCCCC1)Nc1ccc(C(F)(F)F)cc1Cl,i,-2,i,i,i,i,/,i,/,i,i
CN1CCN(NC(=O)/C=C/c2ccc(Br)cc2)CC1,i,0,i,i,i,i,1.8,i,-3,i,i
CN(Cc1nccn1C)C(=O)c1ccc2nc(Cc3ccccc3F)oc2c1,i,-5,i,i,i,i,4.9,i,1,i,i
O=C(NCc1ccccc1)Nc1cccn(Cc2ccc(Cl)cc2)c1=O,i,7,i,i,i,i,0.1,i,0,i,i
Cc1ccc(-c2csc(NC(=O)c3ccc([N+](=O)[O-])o3)n2)cc1,i,55*,i,i,i,i,0.7,i,3,i,i
COc1ccc(S(=O)(=O)n2c([N+](=O)[O-])cnc2C)c(C)c1C,i,0,i,i,i,i,-1.1,i,0,i,i
CN1/C(=C\C(=O)Nc2ccc(Cl)cc2)C(C)(C)c2ccccc21,i,69*,i,i,i,i,0.1,i,-3,-9.7*,i
CCn1c(SCc2cccc(C)c2)nnc1-c1ccccc1,i,0,i,i,i,i,-0.8,i,8,i,i
Cc1cccc(NC(=O)CN2C(=O)CCS(=O)(=O)c3ccccc32)c1C,i,-2,i,i,i,i,0.0,i,-6,i,i
CC(C)C[C@H](NC(=O)c1nc[nH]c1C(=O)N1CCNCC1)C(=O)OCc1ccccc1,i,7,i,i,i,i,-4.6,i,-3,i,i

# An excerpt of these results, bar-delimited.
mol | RGS4 inh | SKKanGAS inh | MrgX1 ag | TRPC6 act | TRPC6 inhibitor | MrgX1 antag | HIF activator | MrgX1 PAM | Platelet DG rel | RGS4 act | TRPC4 block
O=C(N/N=C/c1c[nH]c2ccc(Br)cc12)C1CC1 | i | 13 | i | i | i | i | 0.3 | i | 1 | i | i
COc1ccc(Nc2oc(COc3ccccc3OC)nc2C#N)cc1 | i | -6 | i | i | i | i | -3.0 | i | -9 | i | i
CCNc1ccc(S(=O)(=O)N(C)C)cc1NCC(=O)Nc1ccc(Br)cc1F | i | -2 | i | i | i | i | -0.2 | i | -9 | i | i

# Next part:
SMILES,RGS4 inh,SKKanGAS inh,MrgX1 ag,TRPC6 act,TRPC6 inhibitor,MrgX1 antag,HIF activator,MrgX1 PAM,Platelet DG rel,RGS4 act,TRPC4 block
Cc1ccccc1-n1ncc2c1CC(C)(C)CC2NC(=O)c1ccncc1 (stereo not drawn),i,1,i,i,i,i,-0.7,i,-3,i,i
COCCOc1cc(Nc2nnc(C(F)(F)F)s2)c(Cl)cc1Cl,i,0,i,i,i,i,-1.6,i,2,i,i
O=C(Oc1cccc2c(OC(=O)N3CCCC3)cccc12)N1CCCC1,i,-2,i,i,i,i,0.0,i,-36,i,i
O=C(c1cc(COc2ccc3ncccc3c2)on1)N1CCC(O)CC1,i,-5,i,i,i,i,1.9,i,-4,i,i
CCC(=O)c1cn(CC(=O)Nc2ccccc2)c2ccccc12,i,3,i,i,i,i,-15,i,-1,i,i
COC(=O)N/N=C/c1cc(C)n(-c2ccc(Br)cc2)c1C,i,12,i,i,i,i,-1.5,i,-4,i,i
CCOC(=O)C1=C(O)CCn2c1nc1ccccc12,i,0,i,i,i,i,-0.1,i,11,i,i
COC(=O)CSc1cc(C(F)(F)F)nc(-c2ccccn2)n1,i,-2,i,i,i,i,-0.5,i,-1,i,i
Cc1ccc(/C=N/n2c(C)nc3ccccc3c2=O)s1,i,10,i,i,i,i,0.8,i,-8,i,i
COc1ccc(CCNC(=O)c2ccc(=O)[nH]n2)cc1OC,i,8,i,i,i,i,-0.2,i,19,i,i
